Tau fluor cs – counter-screen for tau fibril formation inhibitors | Potency, µM (top dose mostly 57.7 µM), for the others: at the top dose activity change, negative = decrease | 280,000 tested, 0.93% active | tau K18 P301L Alexa594 fluorescence, heparin fibrillization; note: nearly all actives have a fitted effect of over 55% in size
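Human K18 P301L tau (15 uM unlabeled plus 0.24 uM Alexa 594-labeled, final) in 100 mM sodium acetate pH 7 was mixed with compound and 20 uM heparin and incubated 6 hr at 37 C.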
Tau ThT inhib – blocks human tau fibril formation measured by thioflavin T. Potency, µM (top dose mostly 57.4 µM), inactives show top-dose activity, negative = inhibition, actives largely listed as inhibitors. recombinant tau K18 P301L, heparin-induced fibrillization, ThT fluorescence. P10636. 270,000 tested, 2.1% active; note: nearly all actives have a fitted effect of over 55% in size
Target sequence (P10636 561-689 P618L limits assumed): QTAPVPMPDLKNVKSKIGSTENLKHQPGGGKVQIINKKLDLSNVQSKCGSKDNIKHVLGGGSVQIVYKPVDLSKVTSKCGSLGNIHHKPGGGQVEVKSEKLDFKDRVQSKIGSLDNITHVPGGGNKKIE
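ThT emission at 510 nm, taken 1 hr after adding 30 uM dye, quantifies aggregates formed when 20 uM heparin acts on human tau K18 P301L for 6 hr at 37 C.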
Tau fibril FP – blocks human tau fibril formation measured by polarization. P10636. K18 P301L tau heparin fibrillization, Alexa594 FP, 6 h. Potency, µM (series often up to 57.7 µM), for the others: top-dose activity, negative = inhibition, usual class: inhibitors. 280,000 tested, 0.39% active. AID 1468; note: nearly all actives have a fitted effect of over 55% in size
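Read-out: fluorescence polarization of Alexa 594-labeled tau (0.24 uM), 555 nm excitation, 632 nm emission. Mixtures held 15 uM unlabeled K18 P301L, compound and 20 uM heparin, pH 7 acetate buffer, incubated 6 hr at 37 C.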
TRb-SRC2 inh – disrupts binding of human TR beta to SRC2; P10828; TRbeta-SRC2 peptide binding, fluorescence polarization; receptor liganded with 1 µM T3; Potency, µM (top dose mostly 106 µM), for inactives: top-dose activity change, negative = inhibition, actives largely listed as inhibitors; 280,000 tested, 0.065% active; AID 1469;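 note: plate controls were bound peptide for no effect and peptide without receptor for full effect; nearly all actives have a fitted effect of over 50% in size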
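Fluorescence polarization of 20 nM Texas Red SRC2 peptide with 0.6 uM human TRb ligand-binding domain, in Tris buffer with 1uM T3 and 5% DMSO. Incubated 5 hr ambient; normalized to unbound and bound controls.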
L3MBTL1 inh – inhibitors of human L3MBTL1; Q9Y468; AlphaScreen L3MBTL1–H3K9me1 peptide binding; Potency, µM (highest dose often 57.1 µM), for inactives: at the highest dose activity, negative = inhibition, hits mostly inhibitors; 230,000 tested, 0.66% active; AID 485360; note: nearly all actives have a fitted effect of over 60% in size
Target sequence (Q9Y468 whole entry, looked up): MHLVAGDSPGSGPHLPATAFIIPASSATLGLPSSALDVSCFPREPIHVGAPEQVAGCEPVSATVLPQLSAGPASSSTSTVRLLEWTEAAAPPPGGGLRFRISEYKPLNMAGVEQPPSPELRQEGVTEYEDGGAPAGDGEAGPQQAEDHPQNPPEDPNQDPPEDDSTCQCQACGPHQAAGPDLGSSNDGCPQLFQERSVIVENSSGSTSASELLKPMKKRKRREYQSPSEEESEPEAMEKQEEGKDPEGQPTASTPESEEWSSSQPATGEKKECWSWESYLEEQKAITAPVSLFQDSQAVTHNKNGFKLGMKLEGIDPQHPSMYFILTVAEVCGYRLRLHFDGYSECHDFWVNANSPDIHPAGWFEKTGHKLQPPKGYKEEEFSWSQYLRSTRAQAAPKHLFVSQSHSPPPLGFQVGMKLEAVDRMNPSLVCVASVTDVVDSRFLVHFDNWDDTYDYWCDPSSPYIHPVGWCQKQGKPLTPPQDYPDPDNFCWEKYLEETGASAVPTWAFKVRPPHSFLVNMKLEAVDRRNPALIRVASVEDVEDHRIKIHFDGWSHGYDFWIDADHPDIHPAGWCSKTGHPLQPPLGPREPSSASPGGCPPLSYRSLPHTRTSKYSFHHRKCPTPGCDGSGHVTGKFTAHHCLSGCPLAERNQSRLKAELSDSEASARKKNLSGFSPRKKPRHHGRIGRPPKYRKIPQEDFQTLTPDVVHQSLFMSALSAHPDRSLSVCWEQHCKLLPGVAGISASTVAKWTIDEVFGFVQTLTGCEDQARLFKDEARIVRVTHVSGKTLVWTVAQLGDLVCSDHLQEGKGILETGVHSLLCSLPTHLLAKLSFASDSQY
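Displacement of a biotinylated histone H3(1-15) peptide monomethylated at Lys9 (75 nM) from L3MBTL1 (50 nM) was measured by AlphaScreen after a 30 min room-temperature compound incubation; cefsulodin titration served as intraplate control.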
aGal spleen mod – alpha-galactosidase A (human) modulation. human spleen homogenate, 4MU-alpha-Gal fluorescence, 40 min. Potency, µM (top dose mostly 80 µM), for inactives: at the highest dose activity change, negative = inhibition, actives largely listed as inhibitors. 240,000 tested, 0.008% active;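 note: 0% = enzyme with vehicle and -100% = no enzyme basal signal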
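Inhibition or activation of alpha-galactosidase in human spleen homogenate is scored by 4-MU fluorescence after 40 min at 37C, pH 5.0, with 1 mM substrate. AC50s come from concentration-response fitted to the Hill equation.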
TR SRC2 fluor cs – counter-screen for TRb-SRC2 inhibitors: fluorescence interference | TRb/SRC2 Texas Red total fluorescence interference | Potency, µM (doses to about 106 µM), inactives show at the highest dose fluorescence change, negative = quenching | 280,000 tested, 0.29% active; active = well fitted curve in either direction with a large enough effect; inconclusive = small, poorly fitted or top-dose-only effect
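Human TRb ligand-binding domain at 0.6 uM with 20 nM Texas Red SRC2 peptide in Tris buffer containing 1 uM T3 and 5% DMSO, incubated with compound 5 h at ambient temperature. Total fluorescence (555/632 nm) calculated as parallel + 2 × perpendicular.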
ALDH1A1 block – inhibitors of human aldehyde dehydrogenase 1A1 | Purified ALDH1A1, NADH fluorescence, propionaldehyde substrate | Potency, µM (highest dose often 75.3 µM), for the others: at the highest dose activity, negative = inhibition, actives largely listed as inhibitors | 220,000 tested, 7.3% active | AID 1030; active = well fitted inhibition curve with a large enough effect, not every such curve was filed as active; inconclusive = small, poorly fitted or top-dose-only effect, or another doubt; inactive = no such curve, though single readings can be large or run the other way;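 note: plate controls were no enzyme wells and a reference inhibitor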
* hit, by the source's call; ? = inconclusive; nt = no result given; & = joins results of further samples; [ ] = dose if it differs, or a comment. Unless noted, calls come from the whole dose curve; as a rule, active = well fitted curve in the direction sought with a large enough effect; inconclusive = small, poorly fitted or top-dose-only effect, or another doubt; inactive = no such curve, though single readings can be large; an effect the other way counts as inactive or inconclusive. Unless noted, % is set by controls: 0 for no effect and ±100 for the full control effect; potency is the fitted concentration of half-maximal effect.

Field names: A = Tau fluor cs; B = Tau ThT inhib; C = Tau fibril FP; D = TRb-SRC2 inh; E = L3MBTL1 inh; F = aGal spleen mod; G = TR SRC2 fluor cs; H = ALDH1A1 block
COC(=O)C(N)Cc1ccc(Cl)cc1 (centres undefined)
  A: -3% | B: -2% | C: -2% | D: -7% | E: 8% | F: -2% | G: 1% | H: 14%
CC(C(=O)NC1CCCC1)N(Cc1ccco1)C(=O)c1snc(C(=O)NC2CCCC2)c1N (centres undefined)
  A: -2% | B: -7% | C: -3% | D: -5% | E: -3% | F: -3% | G: 0% | H: ?
Cc1nc(C)n(CC(=O)N2CCCC(C(=O)c3ccc(C(F)(F)F)cc3)C2)n1 (centres undefined)
  A: -5% | B: -3% | C: -8% | D: -5% | E: 1% | F: 4% | G: -6% | H: -2%
O=C1CCCc2c1nc(-c1cccc(Cl)c1)n2O
  A: -7% | B: 1% | C: 1% | D: -23% | E: nt | F: -4% | G: 0% | H: ?
CCN(Cc1cc(OC)c(OC)c(OC)c1)C(=S)Nc1cccc(SC)c1
  A: -15% | B: 3% | C: -10% | D: 5% | E: -14% | F: -7% | G: 0% | H: -7%
CCOC(=O)c1nn(-c2cccc(C)c2)cc1C(=O)c1ccccc1
  A: -5% | B: 1% | C: 0% | D: -17% | E: nt | F: 3% | G: 0% | H: 5µM*
CCOC(=O)C(NC(=O)c1cccc(Cl)c1)(OCc1ccccc1)C(F)(F)F (centres undefined)
  A: ? | B: -15% | C: -10% | D: 2% | E: 11% | F: -3% | G: -4% | H: -2%
CCCCOCCCNC(=O)c1cccc(OC)c1
  A: 3% | B: 2% | C: ? | D: 0% | E: 8% | F: 7% | G: 0% | H: 9%
COc1cc(OC)cc(C(=O)NC2CCSC2=O)c1 (centres undefined)
  A: -3% | B: 7% | C: -1% | D: 0% | E: -4% | F: 2% | G: 1% | H: -4%
Cc1ccccc1NC(=O)Cn1nnc(C(=O)NCCc2ccccc2)c1N
  A: -3% | B: 5% | C: -14% | D: -3% | E: nt | F: nt | G: 2% | H: nt
Cc1ccc(NC(=O)CS(=O)(=O)c2cn(CC(=O)N3CCOCC3)c3ccccc23)cc1
  A: -3% | B: 4% | C: -7% | D: 2% | E: nt | F: -1% | G: 0% | H: -8%
CN(CCOc1ccc(Cl)cc1)C(=O)c1ccc(S(=O)(=O)N2CCOCC2)cc1
  A: 1% | B: 1% | C: 7% | D: -8% | E: 38%[activator] | F: -9% | G: -4% | H: 5%
Cc1ccccc1NC(=O)C1CCN(S(=O)(=O)c2cccs2)CC1
  A: 6% | B: 3% | C: -4% | D: -3% | E: -6% | F: -2% | G: -4% | H: -5%
CCN(CC)C(=O)c1ccc(S(=O)(=O)N2CCC(c3nc4ccccc4s3)CC2)cc1
  A: 0% | B: -4% | C: 0% | D: 8% | E: -3% | F: -3% | G: 1% | H: -5%
O=C/C(=C\Nc1ccc(C(=O)N2CCOCC2)cc1)c1nc2ccccc2o1
  A: -10% | B: -8% | C: 1% | D: -9% | E: nt | F: -17% | G: -2% | H: -11%
CCOC(=O)c1nc(Nc2ccc(C)cc2)c2ccccc2n1
  A: -17% | B: -11% | C: -7% | D: -2% | E: nt | F: 2% | G: 0% | H: -2%
CC1(C(=O)N2CC3(CC(c4ccccc4)=NO3)C[C@H]2C(=O)NCC(N)=O)CC1 (some centres undefined)
  A: 4% | B: -10% | C: 4% | D: 0% | E: 0% | F: 10% | G: -5% | H: 7%
Cc1c(C(=O)N(C)C)sc(NC(=O)c2cccc([N+](=O)[O-])c2)c1C#N
  A: -1% | B: -6% | C: 5% | D: 3% | E: 8% | F: 1% | G: -6% | H: -6%
CC(=O)Nc1cccc(NC(=O)c2ccc(Br)cc2)c1
  A: -6% | B: -10% | C: -6% | D: -2% | E: -24% | F: -2% | G: -4% | H: 3%
Cn1ncc2c(N3CCN(c4ccc(F)cc4)CC3)ncnc21
  A: -16% | B: ? | C: -3% | D: -7% | E: nt | F: nt | G: -2% | H: nt
CCOc1cc(-c2c(C#N)c(N)nc3c2CCCC3C)ccc1O (centres undefined)
  A: -11% | B: -2% | C: 7% | D: -11% | E: 5%[11.4 µM] | F: 9% | G: -2% | H: 0%
CC(Oc1ccc(NC(=O)c2ccco2)cc1)C(=O)N1c2ccccc2CC1C (centres undefined)
  A: -7% | B: -5% | C: -3% | D: -8% | E: -7% | F: -2% | G: 2% | H: -28%
CC(C)(C)c1ccc(-n2nc(C(N)=O)c(O)cc2=O)cc1
  A: 4% | B: 0% | C: 7% | D: -8% | E: nt | F: -6% | G: 0% | H: -4%
COc1cc(C2NC(=O)NC(c3ccccc3)=C2C(C)=O)ccc1OCC#N (centres undefined)
  A: 2% | B: -10% | C: 3% | D: -15% | E: -12% | F: 8% | G: -2% | H: ?
CCN1C(=O)/C(=c2\o/c(=C3\C=Cc4ccccc4N3CC)c(=O)n2CC)SC1=S
  A: -8% | B: ? | C: 5% | D: -2% | E: -5% | F: 9% | G: 2% | H: 4%

For convenience, some entries already given:
Field names: A = Tau fluor cs; B = Tau ThT inhib; C = Tau fibril FP; D = TRb-SRC2 inh; E = L3MBTL1 inh; F = aGal spleen mod; G = TR SRC2 fluor cs; H = ALDH1A1 block
CCCCOCCCNC(=O)c1cccc(OC)c1
  A: 3% | B: 2% | C: ? | D: 0% | E: 8% | F: 7% | G: 0% | H: 9%
COc1cc(OC)cc(C(=O)NC2CCSC2=O)c1 (centres undefined)
  A: -3% | B: 7% | C: -1% | D: 0% | E: -4% | F: 2% | G: 1% | H: -4%
Cc1ccccc1NC(=O)Cn1nnc(C(=O)NCCc2ccccc2)c1N
  A: -3% | B: 5% | C: -14% | D: -3% | E: nt | F: nt | G: 2% | H: nt
Cc1ccc(NC(=O)CS(=O)(=O)c2cn(CC(=O)N3CCOCC3)c3ccccc23)cc1
  A: -3% | B: 4% | C: -7% | D: 2% | E: nt | F: -1% | G: 0% | H: -8%
CN(CCOc1ccc(Cl)cc1)C(=O)c1ccc(S(=O)(=O)N2CCOCC2)cc1
  A: 1% | B: 1% | C: 7% | D: -8% | E: 38%[activator] | F: -9% | G: -4% | H: 5%
Cc1ccccc1NC(=O)C1CCN(S(=O)(=O)c2cccs2)CC1
  A: 6% | B: 3% | C: -4% | D: -3% | E: -6% | F: -2% | G: -4% | H: -5%
CCN(CC)C(=O)c1ccc(S(=O)(=O)N2CCC(c3nc4ccccc4s3)CC2)cc1
  A: 0% | B: -4% | C: 0% | D: 8% | E: -3% | F: -3% | G: 1% | H: -5%
O=C/C(=C\Nc1ccc(C(=O)N2CCOCC2)cc1)c1nc2ccccc2o1
  A: -10% | B: -8% | C: 1% | D: -9% | E: nt | F: -17% | G: -2% | H: -11%
CCOC(=O)c1nc(Nc2ccc(C)cc2)c2ccccc2n1
  A: -17% | B: -11% | C: -7% | D: -2% | E: nt | F: 2% | G: 0% | H: -2%
CC1(C(=O)N2CC3(CC(c4ccccc4)=NO3)C[C@H]2C(=O)NCC(N)=O)CC1 (some centres undefined)
  A: 4% | B: -10% | C: 4% | D: 0% | E: 0% | F: 10% | G: -5% | H: 7%
Cc1c(C(=O)N(C)C)sc(NC(=O)c2cccc([N+](=O)[O-])c2)c1C#N
  A: -1% | B: -6% | C: 5% | D: 3% | E: 8% | F: 1% | G: -6% | H: -6%

The list goes on.
Below each compound: Tau fluor cs, Tau ThT inhib, Tau fibril FP, TRb-SRC2 inh, L3MBTL1 inh, aGal spleen mod, TR SRC2 fluor cs, ALDH1A1 block
COc1cc(N)c(Cl)cc1C(=O)OCCN1CCCCC1
 : -1%, 4%, -1%, -6%&7%, nt, ?, 5%&-1%, 1%
COc1ccc(/C=C/C(=O)Nc2cc(=O)n(C)c(=O)n2C)cc1
 : -5%, -8%, -3%, 10%, 8%, -1%, 6%, -43%
COc1cccc(-c2nc(C(N)=O)c3[nH]c(=O)n(-c4cccc(Cl)c4)c3n2)c1OC
 : -7%, 0%, ?, -2%, 4%, 10%, 2%, 6%
CC1CC(C)CN(C(=O)c2cccc3c2-c2ccccc2C3=O)C1 (centres undefined)
 : -15%, -10%, -2%, 1%, nt, -2%, -6%, nt
CCOc1ccc(Nc2c(S(=O)(=O)c3ccc(Cl)cc3)cnc3ccc(OCC)cc23)cc1
 : -14%, -15%, 3%, -2%, nt, nt, 0%, nt
CNC(=S)NCc1ccc2[nH]c(C)cc2c1
 : -11%, -12%, 11%, 4%, nt, -3%, -3%, -2%
Cc1cccc(NC(=O)C(=O)NCC(c2cccnc2)N2CCc3ccccc3C2)c1C (centres undefined)
 : -26%, ?, -2%, -2%, nt, nt, -15%, nt
O=C(CN1C(=O)c2ccccc2S1(=O)=O)c1ccccc1
 : 1%, -8%, -2%, -1%, nt, -4%, 2%, -13%
Cc1nnsc1C(=O)Nc1ccc(Cl)cc1Cl
 : 3%, -8%, 5%, -2%, -1%, 4%, 0%, -11%
CCOC(=O)c1cnn(-c2ccccc2)c1NC(=O)c1ccc(C)cc1
 : -5%, -8%, 8%, 1%, nt, -2%, 1%, -5%
COc1ccccc1N1C(=O)[C@@H]2[C@H](C1=O)[C@H](C(=O)c1ccc(OC(C)=O)cc1)N1N=CC=C[C@@H]21
 : -13%, ?, -11%, -2%, -15%, -10%, 0%, nt
CC1Cc2ccccc2N1C(=O)CSc1nn2c(=O)c(C(C)(C)C)nnc2s1 (centres undefined)
 : -1%, 2%, -4%, 8%, 1%, -5%, 0%, ?
Cc1cc(C(F)(F)F)nn1-c1nc(-c2ccccc2)cc(C(F)(F)F)n1
 : -14%, 1%, ?, 4%, nt, nt, 1%, nt
COC(=O)C(CC(C)C)Oc1ccc2c(C)cc(=O)oc2c1 (centres undefined)
 : -8%, -2%, 0%, 9%, 43%[activator], 6%, -1%, ?
CCCCC[C@H](O)/C=C/C=C/C=C/[C@H](O)C/C=C\CCCC(=O)O
 : -1%, -6%, 7%, -2%, nt, -3%, 0%, 4%
C=C(C)C1CC=C(C)/C(=N/NC(=S)Nc2ccccc2)C1 (centres undefined)
 : -18%, ?, -2%, 1%, -4%, 3%, -3%, 35µM*
COc1ccc2c(CNCc3ccccc3OC)c(C(=O)O)n(Cc3ccc(F)cc3Cl)c2c1
 : -7%, -8%, -2%, -3%, nt, nt, -1%, nt
NNC(=O)c1ccc(Cn2cc(Br)c(N)n2)cc1
 : -8%, -8%, -4%, -1%, 3%, -1%, -6%, ?
CCC(C)(C)NC(=O)Cn1c(-c2ccccc2)cc(C(C)=O)c1C
 : -9%, -5%, -2%, 1%, nt, 0%, -1%, -3%

Screening data from PubChem BioAssay.
